Screening data (PubChem BioAssay)
VHR inh abs: VHR1 phosphatase inhibitors, primary screen, biochemical, absorbance, uHTS; recombinant VHR phosphatase, pNPP absorbance; inhibition, % at 13.3 µM; actives 0.52% (n = 290,000); AID 1654, 2009; in the data active = inhibition above about 50%; also: some compounds called inactive have numbers as strong as hits
PfHsp40 yeast: rescue of yeast from PfHsp40 toxicity, primary screen, S. cerevisiae, ATP luminescence. S. cerevisiae expressing PfHsp40, growth rescue. actives 0.68% (n = 340,000). growth rescue, % at 12.5 µM; in the data active = growth rescue above about 28%, passing the limit was not always enough; inconclusive = no clear call, values can overlap the other calls;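 also: yeast W303a lacking pdr1 and pdr3 grown in galactose medium; growth measured after three days at 30 °C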
PriA SSB inh: inhibitors of Klebsiella pneumoniae PriA binding to SSB C-terminal tail, primary screen, biochemical, AlphaScreen. PriA–SSB C-terminal tail interaction (Klebsiella pneumoniae). AlphaScreen SSBct-PriA binding, biotinylated peptide. inhibition, % at 33 µM. actives 0.6% (n = 430,000); in the data active = inhibition mostly above about 37%, no sharp cut-off; inactive = mostly below about 20%;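 also: plate controls were negative control peptide for no effect and reference peptide for full effect; strong numbers were not always called active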
3CLpro inhibitor: SARS-CoV 3CLpro protease inhibitors, primary screen, biochemical, quenched FRET; actives 0.14% (n = 290,000); recombinant SARS-CoV 3CLpro, quenched FRET peptide cleavage; inhibition, % at 6 µM; Replicase polyprotein 1ab (Severe acute respiratory syndrome coronavirus), P0C6X7; AID 1706, 2009; in the data active = inhibition above about 12%
Y pestis TopoI: Yersinia pestis topoisomerase I inhibitors, primary screen, biochemical, cleavage product accumulation, plate reader, single point. DNA topoisomerase I (Yersinia pestis CO92). Y. pestis Topo-I cleavage product accumulation. activity, % at 10 µM. actives 0.064% (n = 360,000). AID 504884, 2011; in the data active = activity above about 50%, passing the limit was not always enough; inconclusive = no clear call, values can overlap the other calls; also: inactives centre near 2
Vc quorum ag: inducers of Vibrio cholerae quorum light production without autoinducers, primary screen, BH1578 luxS cqsA deficient, single point; AID 588436, 2011; actives 0.16% (n = 350,000); activation, % at 18.7 µM; V. cholerae BH1578 lux reporter, luminescence, 6 h; in the data active = activation mostly above about 9.7%, no sharp cut-off; inconclusive = no clear call, values can overlap the other calls; inactive = mostly below about 3.7%; also: not every result past the cut was called active; inactives centre near 0; reference of the scale not given here
BoNT-A LC inh2: BoNT/A light chain protease inhibitors, primary screen, biochemical, flow cytometry, MLPCN library. actives 0.17% (n = 360,000). AID 588499, 2011. inhibition, % at 10 µM. multiplex microsphere protease substrate cleavage. Botulinum neurotoxin type A light chain protease (Clostridium botulinum A str. ATCC 3502); also: plate controls were buffer without enzyme for full effect and enzyme alone for no effect
CCHFV vOTU inh: CCHFV vOTU protease inhibitors, primary screen, biochemical, Pep-AMC substrate, fluorescence. Crimean-Congo hemorrhagic fever virus L polyprotein viral ovarian tumor (vOTU) protease …. inhibition, % at 11.5 µM. actives 0.55% (n = 370,000). AID 651958, 2012; in the data active = inhibition above about 30%; also: 0% = vehicle wells with enzyme and 100% = no enzyme wells
TcdB GH inh: TcdB glycohydrolase inhibitors, primary screen, biochemical, single point, plate reader | TcdB glycohydrolase enzymatic assay | inhibition, % at 9.99 µM | actives 0.24% (n = 350,000); in the data active = inhibition above about 10%
Anthrax LF prot: Bacillus anthracis LF protease inhibitors, primary screen, biochemical, multiplex microsphere, MLPCN library. actives 0.12% (n = 360,000). Lethal factor (Bacillus anthracis), P15917. inhibition, % at 10 µM. multiplex microsphere protease cleavage assay; also: plate controls were buffer without enzyme for full effect and enzyme alone for no effect
The depositor's hits bear a star; i = inactive; ? = inconclusive; . = no result given. Rule as the data show it, unless noted: active = inhibition above about 30%; inconclusive = no clear call, values can overlap the other calls; inactive = below that. The list is partial, so the mix of outcomes need not match the whole.

nr	SMILES	VHR inh abs	PfHsp40 yeast	PriA SSB inh	3CLpro inhibitor	Y pestis TopoI	Vc quorum ag	BoNT-A LC inh2	CCHFV vOTU inh	TcdB GH inh	Anthrax LF prot
1	C/C(N)=C(/C#N)C(=O)COC(=O)c1ccc(NC(N)=O)cc1	23	-0.3	-3	-3	-1	i	-1.1	1	-0.8	-5
2	Cc1cccc(NC(=O)c2ccc(OCC3CCCO3)cc2)c1C (stereo unspecified)	11	-0.2	-1	0	3	-0.3	0.0	-16	.	-1
3	CN(Cc1ccccc1NS(=O)(=O)c1ccc(Cl)cc1)C1CCCCC1	-8	1.7	-7	3	11	-5.2	0.0	13	1.3	2
4	O=C(CSc1nnnn1Cc1ccccc1)Nc1ccc2c(c1)OCCO2	15	0.3	-5	-3	-2	i	0.1	5	3.1	-5
5	O=C(CCCC(=O)N(CC(=O)NC1CCCCC1)Cc1ccco1)Nc1ccccn1	22	1.7	-19	-2	4	i	-0.2	1	.	2
6	Cc1ccc2nc(/N=C(\N)NC(=O)NC3CCCCC3)nc(C)c2c1	21	0.0	.	-7	-2	-0.7	.	-1	0.9	.
7	CCOc1ccc(NC(=O)CN(C)C(=O)c2ccccc2OCc2cccc(C)c2)cc1OCC	.	1.5	12	.	30	1.2	?	9	1.1	?
8	CCOC(=O)C1=C(CC)OC(N)=C(C#N)C1c1cc(OC)ccc1OC (stereo unspecified)	11	0.0	-2	-5	3	i	?	9	.	0
9	COc1cccc(/C=N/NC(=O)c2ccc(OCc3cccc(Br)c3)cc2)c1	2	0.2	.	0	5	i	-0.1	-8	.	-1
10	CCC(=O)Nc1ccc(N2CCC(C)CC2)cc1	4	-0.6	9	1	-4	0.5	-0.5	4	.	2
11	CC(=O)/C(=N\Nc1ccc(Cl)cc1)Sc1nnc(-c2ccccc2)n1-c1ccccc1	6	0.0	.	4	0	i	0.4	6	-0.1	0
12	NS(=O)(=O)c1ccc(N/N=C/c2ccccn2)c([N+](=O)[O-])c1	12	0.2	.	-2	5	-0.2	-0.4	21	1.2	-7
13	COc1ccc(OCc2nnc(SCC(=O)N3c4ccccc4Sc4ccc(Cl)cc43)o2)cc1	33	0.3	-11	0	1	-0.2	-0.4	-3	.	-5
14	Nc1nc2c(ncn2[C@@H]2O[C@H](CNC(=O)[C@H](N)Cc3cncn3COCc3ccccc3)[C@@H](O)[C@H]2O)c(=O)[nH]1	.	.	.	.	.	.	-0.3	-6	-1.2	3
15	CCC1CCCCN1CC(=O)c1c(C)[nH]c2ccccc12 (stereo unspecified)	8	1.6	10	-2	-7	i	12	-6	.	-7
16	Cc1nc(C(=O)Nc2ccc(Cl)cc2Cl)nn1-c1cc(OC(C)C)c(Cl)cc1Cl	14	0.4	-12	0	-4	i	0.0	-4	.	6
17	CCOC(=O)C1(Cc2ccccc2)CCN(CC2CC=CCC2)CC1 (stereo unspecified)	6	-1.7	-7	-4	12	-0.3	-0.6	-5	-0.8	0
18	O=C1c2cc(Cl)ccc2OC2(CCNCC2)C12CC(c1ccccc1)=NO2 (stereo unspecified)	-1	-0.4	-7	.	-1	-0.3	0.0	4	0.5	-11
19	Cc1ccc(Cn2c(=S)[nH]c3ccc(N4CCOCC4)cc3c2=O)o1	-6	-0.1	-3	0	2	-0.8	0.0	-8	.	0
20	NC(=O)C1(N2CCCCC2)CCN(c2nc(-c3ccccc3)cs2)CC1	16	-0.6	4	-3	29	-0.8	-0.2	9	.	-3
21	COc1ccccc1-c1cc(C(=O)N2CCCc3ccccc32)no1	36	4.5	-10	5	31	i	0.3	5	2.5	4
22	Cc1cc(C)n2c(SCC(=O)N(CCC#N)c3ccc4c(c3)OCCO4)nnc2n1	.	.	.	.	2	-0.5	-0.3	-13	-0.7	3
23	CC(C)c1ccc(N2CC(C)(C)C2=O)cc1	20	-1.0	1	3	-12	-0.2	1.2	-5	2.5	-5
24	O=C(Nc1ccncc1)C1CCN(S(=O)(=O)c2ccccc2)CC1	.	-0.5	-9	.	1	-0.4	.	-6	0.1	.
25	O=C(NCc1ccc(F)cc1)C1CCCN1S(=O)(=O)c1ccccc1C(F)(F)F (stereo unspecified)	.	1.6	-4	.	-2	0.1	0.4	-5	0.6	?
26	O=C(O)c1cc(S(=O)(=O)Nc2ccccc2Cc2ccccc2)ccc1Cl	5	2.4	8	0	8	3.8	-3.7	10	-1.4	4
27	COc1ccc(C(=O)Nc2ccc3ccccc3n2)cc1OC	18	4.6	-4	-3	7	i	0.9	-6	1.4	-8
28	Cc1ccccc1N1CCN(C(=O)NCc2cccc(Cl)c2)CC1	17	4.3	2	2	25	-0.3	-3.6	2	-1.4	-5
29	Cc1ccc2c(c1)[C@H]1[C@H](CO2)[C@H](c2ccccc2)[C@]2(C)C(=O)N(Cc3ccc(Cl)cc3)CC(=O)N12	.	0.8	-3	.	15	i	0.0	7	1.0	-12
30	CCC(Oc1cc(Cl)ccc1Cl)C(=O)N1CCCN(C)CC1 (stereo unspecified)	9	0.1	-3	-2	2	-1.7	0.8	4	1.1	-2
31	Cc1ccc(N2CC(C(=O)Nc3nnc(SCCC4OCCO4)s3)CC2=O)cc1 (stereo unspecified)	10	0.3	-5	-1	13	0.9	0.8	5	2.2	-9
32	Cn1nnnc1N=N/C(=N/Nc1ccccc1)c1ccccc1	-18	234*	.	2	-5	-0.6	-4.1	8	0.9	-11
33	O=C(O)c1ccc(SCc2ccccc2)nc1	.	-0.5	-13	.	-1	0.6	-0.5	-16	-0.3	-4
34	CN(CC(=O)Nc1ccc(S(=O)(=O)N2CCCC2)cc1)Cc1c(F)cccc1Cl	22	-0.7	8	-2	6	-0.3	-1.0	4	1.1	3
35	COc1ccc(NC(=O)CN(c2cccc(F)c2)S(C)(=O)=O)cc1OC	14	-1.7	-13	5	6	1.5	0.2	-20	.	0
36	Cc1cccc(N2CCC(NCc3c(C(=O)N4CCCCC4)nc4c(C)cccn34)CC2)c1	36	-0.4	13	0	11	-1.2	-6.9	4	0.7	-3
37	COc1cccc(-c2nnc(SCC(=O)Nc3ccc4c(c3)OCCO4)n2Cc2ccco2)c1	14	0.3	10	-2	-9	i	0.0	4	.	-2
38	Cc1cccc(C(=O)NNC(=O)Nc2ccccc2)c1	23	-0.7	-1	3	1	i	-0.1	-6	0.6	-3
39	CCc1nnc(NC(=O)CN2CCN(Cc3ccccc3Cl)CC2)s1	4	-0.6	-6	-1	1	i	-2.4	-8	0.2	42*
40	COc1ccccc1N1CCN(CCCN2C(=O)C3CCCN3C2=O)CC1 (stereo unspecified)	.	-1.6	2	.	-3	-0.6	-2.9	8	0.3	17
41	CC(C)(C)CC(C)(C)NC1=CC(=O)OC12CCCCC2	12	-0.5	8	0	10	i	0.3	3	.	1
42	COc1cc(CNC2CCCC2)cc(Br)c1OCC(=O)Nc1ccccc1C	33	0.1	-1	0	1	i	.	-10	1.0	.
43	O=C(NCCS(=O)(=O)NCCCc1ccccc1)c1ccccc1	.	-0.1	4	.	-3	-0.3	.	-3	0.2	.
44	COc1ccc(C(=O)O)cc1S(=O)(=O)NC(C)(C)C	-11	0.5	5	1	7	-0.4	-0.4	13	0.6	-6
45	COc1ccc(OC)c(-n2cnnn2)c1	10	-0.5	4	-2	-5	-0.4	?	5	.	?
46	N=c1sc2c(n1Cc1ccccc1)CCCC2	16	-1.3	-11	2	-9	-0.5	0.4	2	0.6	-3
47	CCOc1ccc(CCNC(=O)CS(=O)(=O)Cc2nc(-c3cccc(OC)c3)oc2C)cc1	-4	0.6	-10	7	25	i	0.8	-2	0.1	-4
48	COc1ccc(-c2c(-c3ccc(OCC(=O)NN)cc3O)n[nH]c2C(F)(F)F)cc1	-4	-0.5	8	6	-6	-0.3	-1.3	27	.	-1
49	COc1cccc(NC(=O)[C@@H]2CCCN2S(=O)(=O)c2cccc3cccnc23)c1	.	-0.2	-15	.	7	-8.3	0.0	2	1.5	-10
50	Cc1cc(=O)n(CC(=O)NCCN2CCOCC2)c2c1c(C)nn2-c1ccccc1	6	-1.0	-7	-4	-4	-1.8	-0.7	.	.	1
51	CCOc1ccccc1CNC(=O)c1ccc(NC(=O)C2=C(C)OCCS2)cc1	40	0.9	18	-1	27	i	1.1	-7	-1.0	2
52	COc1ccc(S(=O)(=O)N2CCC(C(=O)N[C@@H](C)C(=O)NCc3ccc(F)cc3)CC2)cc1	-2	0.3	-22	4	3	-0.4	2.3	3	1.6	0
53	O=C(c1ccc2c(c1)OCCO2)N1CCN(c2ccc(C(F)(F)F)cn2)CC1	.	.	.	.	12	-0.8	0.1	-2	-0.3	-3
54	Cc1cc(C(=O)NCCc2ccc(Cl)cc2)c2ccccc2n1	3	1.8	-5	3	17	i	3.3	1	-0.9	-9
55	Cc1ccc(C(=O)CC(=O)c2ccc(C(C)(C)C)cc2)cc1	18	36*	-32	2	-4	2.3	0.0	0	1.3	-1

Among those listed so far, two have bromine.
nr	SMILES	VHR inh abs	PfHsp40 yeast	PriA SSB inh	3CLpro inhibitor	Y pestis TopoI	Vc quorum ag	BoNT-A LC inh2	CCHFV vOTU inh	TcdB GH inh	Anthrax LF prot
9	COc1cccc(/C=N/NC(=O)c2ccc(OCc3cccc(Br)c3)cc2)c1	2	0.2	.	0	5	i	-0.1	-8	.	-1
42	COc1cc(CNC2CCCC2)cc(Br)c1OCC(=O)Nc1ccccc1C	33	0.1	-1	0	1	i	.	-10	1.0	.
